High-throughput results deposited in PubChem BioAssay by ICCB-Longwood Screening Facility, Harvard Medical School.
Polio RdRp inh: inhibitors of poliovirus RNA polymerase binding and polymerization; poliovirus polymerase elongation, fluorescence polarization; hits give low values; % elongation, % (compound at 16.7 µg/mL); actives 0.66% (n = 150,000); AID 588519; in the data active means % elongation below about 90%; further: some results filed as inactive read as strong as hits
Target sequence (P03300 1749-2209 limits assumed): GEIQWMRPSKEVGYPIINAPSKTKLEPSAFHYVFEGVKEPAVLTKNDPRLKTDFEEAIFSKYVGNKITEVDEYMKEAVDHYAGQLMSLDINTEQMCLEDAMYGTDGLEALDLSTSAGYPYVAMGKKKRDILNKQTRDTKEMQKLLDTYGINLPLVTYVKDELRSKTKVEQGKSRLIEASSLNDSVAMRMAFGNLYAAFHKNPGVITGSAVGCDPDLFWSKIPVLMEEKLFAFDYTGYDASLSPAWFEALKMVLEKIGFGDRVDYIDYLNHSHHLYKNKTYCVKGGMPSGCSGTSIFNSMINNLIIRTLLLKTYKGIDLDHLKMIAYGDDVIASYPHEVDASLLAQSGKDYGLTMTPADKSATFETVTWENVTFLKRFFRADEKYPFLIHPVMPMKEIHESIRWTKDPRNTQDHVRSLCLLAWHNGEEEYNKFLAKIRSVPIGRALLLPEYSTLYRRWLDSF
Polio RdRp inh FP z-score: recorded beside Polio RdRp inh, whose call it bears; z-score; measured here: FP z-score; hits read low
An asterisk follows results filed as active; & = joins results of further samples. A portion of the library, so the mix of outcomes need not match the whole.

Below each SMILES: Polio RdRp inh | Polio RdRp inh FP z-score
C=CCn1cnnc1SCc1cc(F)ccc1OC
 : 105.0 | 0.4
COc1ccc(-c2onc(C)c2-c2cnn(-c3ccccc3)c2)c(O)c1
 : 104.0 | 0.2
COC(=O)C(C)N1C(=O)S/C(=C/c2ccc(F)cc2)C1=O (stereo unspecified)
 : 100.0 | -0.1
Fc1ccc(C(c2ccc(F)cc2)N2CCN(C/C=C/c3ccccc3)CC2)cc1
 : 97.0&95.0&102.0&100.0 | -1.4&-1.2&0.5&0.2
O=C(CSc1ccc2nnc(-c3cccc(F)c3)n2n1)NCc1ccccc1
 : 101.0 | -0.4
O=C(CN1CCOCC1)Nc1ccc(Cl)c(NC(=O)c2ccc(Cl)cc2)c1
 : 102.0 | 0.2
O=C(CC1CC2CCC1C2)OCC(=O)c1ccc[nH]1 (stereo unspecified)
 : 103.0 | 0.2
COc1ccc(CN2C(=O)c3cccnc3C2=O)cc1S(=O)(=O)N(C)Cc1ccco1
 : 102.0 | -0.1
COC(=O)Nc1ccc(S(=O)(=O)N(CCO)CCO)cc1
 : 99.0 | -1
CC(=O)OC[C@H]1O[C@@H](Nc2ccc(C)cc2)[C@H](OC(C)=O)[C@@H](OC(C)=O)[C@@H]1OC(C)=O
 : 106.0 | 0.4
CCOC(=O)c1scc(-c2ccccc2)c1S(=O)(=O)Nc1ccc(N(C)C)cc1
 : 105.0 | -0.1
C=CCN(CC=C)S(=O)(=O)c1ccc(/C(O)=C(/C#N)c2nc3ccccc3[nH]2)cc1
 : 99.0 | -0.5
CC(=O)SCC(=O)N=c1sc2cc(F)ccc2n1C
 : 103.0 | 0.3
CCc1cc2c(NCCO)ncnc2s1
 : 114.0 | 1.2
CCCCn1c(C(C)NC(=O)COc2ccccc2)nc2ccccc21 (stereo unspecified)
 : 102.0 | 0.4
O=C(CSc1nnc(Cc2ccccc2)o1)N1CCCC1c1ccc2c(c1)OCCCO2 (stereo unspecified)
 : 100.0 | -0.1
Cc1ccc(NC(=O)Cn2cc(C#N)c3ccccc32)cc1
 : 102.0 | 0.3
CCOc1ccc(CC(=O)Nc2nnc3n2CCS3)cc1
 : 100.0 | -1.6
CCOC(=O)c1ccc(N2CCN(c3ccc(F)cc3)CC2)c(NC(=O)Nc2cccc(OC)c2)c1
 : 103.0 | -1.1
CCn1c(SCc2nc3ccccc3[nH]2)nc2cc(C(=O)OC)ccc2c1=O
 : 98.0 | -1
Cc1nc2scc(-c3cccs3)c2c(=O)n1CC(=O)OCC#N
 : 99.0 | -0.7
CCOC(=O)c1cc(-c2ccc(OC)cc2)n(CCC(=O)NCc2ccccc2OC)c1C
 : 101.0 | -0.2
Cc1nc2ccc(C(=O)OCC(=O)c3ccc4c(c3)OCCO4)cc2nc1C
 : 106.0 | 0.5
NC(=O)c1ccsc1NC(=O)c1coc2ccccc2c1=O
 : 100.0 | -0.7
CCCCC1(c2cc(O)cc(O)c2)SCCS1
 : 102.0 | -0.1
CC(C)Cn1c(N)c(Br)c(=O)[nH]c1=O
 : 103.0 | 0.1
Cc1nnsc1C(=O)Nc1ccc(C(N)=O)cc1
 : 103.0 | 0.1
CCOc1ccc(CNC(=O)Cn2c(=O)c3cccn3c3ccc(F)cc32)cc1OC
 : 105.0 | -0.3
Cc1ccc2c(=O)cc(CSCC(=O)Nc3nnc(C)s3)[nH]c2c1
 : 114.0 | 1.8
c1ccc(NCc2cccc3ccccc23)nc1
 : 103.0 | -0.1
O=C1CC(c2nnc(-c3ccccc3)o2)CN1c1ccccc1 (stereo unspecified)
 : 100.0 | -1.5
c1ccc(-n2ncc3c2ncn2nnnc32)cc1
 : 102.0 | -0.1
CCCCn1c(=O)[nH]c(=O)c2c1nc(-c1ccc(-c3ccc(S(=O)(=O)N(CC)CC)cc3)o1)n2CC(C)C
 : 111.0 | 1
O=C(/C=C/c1cn(-c2ccccc2)nc1-c1cccnc1)N1CCCCC1
 : 108.0 | 3
Cc1cc(C(=O)COC(=O)c2ccco2)c(C)n1CC1CCCO1 (stereo unspecified)
 : 104.0 | 0.5
CCC(=O)/C(=C(/O)c1ccccc1)c1nc2ccccc2[nH]1
 : 107.0 | 0.6
O=C(OCc1nnc(-c2ccc(Cl)cc2)o1)c1ccc(S(=O)(=O)N2CCc3ccccc3C2)cc1
 : 104.0 | 0.4
CCOC(=O)C1=C(CN2CCN(c3cc(C)ccc3C)CC2)NC(=O)NC1c1ccccc1 (stereo unspecified)
 : 109.0 | 0.5
Nc1cc(Br)cnc1N
 : 65.0 | -4.9
CCOC(=O)c1c(NC(=O)c2ccccc2)sc2c1CC(C(C)C)OC2 (stereo unspecified)
 : 102.0 | 0.1
OC1/C(=C/c2ccccc2)N2CCC1CC2 (stereo unspecified)
 : 107.0 | 1.5
CCn1c2c(c3cc(C4CCCCC4)ccc31)CCC/C2=N\O
 : 102.0 | 0.2
COc1cc(S(=O)(=O)N2CCCC2c2nc3ccccc3s2)ccc1NC(C)=O (stereo unspecified)
 : 102.0 | -0.1
CCN(Cc1ccccc1)S(=O)(=O)c1ccc(-c2ccc(=O)[nH]n2)o1
 : 101.0 | 0
Cc1ccc(-c2nnc(Nc3cccc(O)c3)c3ccccc23)cc1S(=O)(=O)N1CCN(C)CC1
 : 108.0 | 0.9
Cc1ccc(Cl)cc1N1CCN(C(=O)CCN2C(=O)COc3ccccc32)CC1
 : 103.0 | 1
CCC(=NCc1ccc(C#N)cc1)c1ccccc1O
 : 108.0 | 0.9
O=C(NC1CCS(=O)(=O)C1)c1cccc(S(=O)(=O)N2CCCC2)c1 (stereo unspecified)
 : 99.0 | -1.1
C=CCN=C1SC(C)(C)C(=O)N1S(=O)(=O)c1ccc(C)cc1
 : 102.0 | 0.2
Cc1cccc(N2C(=O)C3C4C=CC(C4)C3C2=O)c1 (stereo unspecified)
 : 99.0 | -0.5
Cc1cc(Cl)ccc1OCC(=O)Nc1ccc(Br)cn1
 : 99.0 | -0.6
CN(C)S(=O)(=O)c1ccc2c(c1)nc(CCC(=O)N1CCc3ccccc3C1)n2C
 : 103.0 | 0
CCCSc1nc2cc(C)c(C)cc2n1CC(O)CO (stereo unspecified)
 : 104.0 | 0.6
CCc1cccc(C)c1NC(=O)C(CC)Sc1nc2ccncc2[nH]1 (stereo unspecified)
 : 104.0 | -0.4
Cc1ccc(C(=O)Nc2ccccc2C(=O)OCc2cc(=O)n3nc(C(C)C)sc3n2)cc1
 : 111.0 | 1.3
Clc1nc2cc3c(cc2s1)OCO3
 : 103.0 | 0.5
C=C1SC(Nc2ccc(F)cc2F)=NC1(CC)CC
 : 107.0 | 0.2
CS(=O)(=O)N(CC(=O)Nc1cccc(Cl)c1)c1ccccc1Cl
 : 100.0 | -0.3
O=c1c2ccccc2c(=O)n2n1CC=CC2
 : 105.0 | 0.9
COc1cc(CNc2ccccc2SC)ccc1O
 : 100.0 | -0.1

Other structures follow.
Below each SMILES: Polio RdRp inh | Polio RdRp inh FP z-score
CCOC(=O)c1ccc(N2C(=O)c3n[nH]c(C)c3C2c2ccc(O)c(OC)c2)cc1 (stereo unspecified)
 : 108.0 | 0.1
COC(=O)NC(Nc1sc2c(c1C(N)=O)CCC2)(C(F)(F)F)C(F)(F)F
 : 104.0 | 0.7
COc1ccc(CCNC(=S)NC2CC2)cc1OC
 : 108.0 | 0.8
COc1cccc(NC(=O)Cn2c(=O)n(-c3ccccc3)c(=O)c3ccc(C(=O)NCc4ccc5c(c4)OCO5)cc32)c1
 : 101.0 | -0.4
Cc1noc(C)c1CSCC(=O)NC1=NCCS1
 : 108.0 | 1
O=C(COC(=O)COc1cccc(Br)c1)Nc1c(Cl)cccc1Cl
 : 103.0 | 0.4
NC(=O)C1CCN(C(=S)Nc2ccccc2)CC1
 : 103.0 | 1.1
CC1CC1C(=O)OCC(=O)Nc1ccc(C(N)=O)cc1 (stereo unspecified)
 : 102.0 | 0.3
O=C(NC1CCCCC1)c1ccc(CSc2nc3cccnc3n2Cc2ccc(F)cc2)cc1
 : 112.0 | 0.3
CC(C)(C)C(=O)CSc1nnc(-c2cc(OCC(F)(F)F)ccc2OCC(F)(F)F)o1
 : 103.0 | -0.3
Nc1ccccc1N=c1cc(-c2ccc3c(c2)OCO3)oc2ccccc12
 : 105.0 | 0.8
CCc1ccc(OCC(=O)N(Cc2ccc(C)o2)C2CCS(=O)(=O)C2)cc1 (stereo unspecified)
 : 118.0 | 0.2
CC1CCCCN1S(=O)(=O)c1ccc(N2CCCCS2(=O)=O)cc1 (stereo unspecified)
 : 100.0 | -0.1
COc1cc(S(=O)(=O)N2CCN(C)CC2)c(C)cc1C
 : 101.0 | 0.1
O=C(CCCn1c(=O)c2cccn2c2cccnc21)NCc1ccccc1Br
 : 103.0 | -0.9
CCCCN(CC)CCNC(=O)Cn1cnc2sc(C)c(S(=O)(=O)N3CCC(C)CC3)c2c1=O
 : 103.0 | -0.1
CC(C)(C)C(=O)COC(=O)c1cccnc1SCC(=O)Nc1ccc2c(c1)OCO2
 : 105.0 | 0.3
CCCCN=C(C)C1C(=O)c2ccccc2C1=O
 : 98.0 | -0.4
CCCCN(C)C(=O)c1cn(-c2cccc(OC)c2)c(=O)c2ccccc12
 : 104.0 | 1
CCc1ccccc1NC(=O)Nc1cc(C(=O)NCc2ccccc2OC)ccc1N1CCCC1
 : 106.0 | 0.1
Cc1cccc(C)c1NC(=O)CN(C)C(C)C(=O)Nc1ccc(S(N)(=O)=O)cc1 (stereo unspecified)
 : 106.0 | 0.7
CCOC(=O)C(CC)Sc1nc2c(cnn2-c2ccc(C)c(C)c2)c(=O)[nH]1 (stereo unspecified)
 : 100.0 | -1.2
CCOC(=O)C1=CN(C)C=C(C(=O)OCC)C1c1cccc(OCc2ccccc2)c1
 : 101.0 | -0.3
CC(C)CCn1c(C(C)O)nc2ccccc21 (stereo unspecified)
 : 110.0 | 0.8
Cc1nn2c(-c3ccco3)ccnc2c1-c1ccc(F)cc1
 : 105.0 | 0.1
O=c1ccc2cc(S(=O)(=O)Nc3ccc(F)cc3)ccc2o1
 : 104.0 | 1.2
CCCCC1(CN2CCN(Cc3ccccc3)CC2)C(=O)N(c2ccccc2)N(c2ccccc2)C1=O
 : 101.0 | -0.4
CC(C)(C)SCC(O)Cn1c2ccc(Cl)cc2c2cc(Cl)ccc21 (stereo unspecified)
 : 102.0 | 0.2
C#CCn1c(C2CCCCC2)nc2ccccc21
 : 104.0 | 0.7
Cc1ccc(NC(=O)CSc2nnc(-c3nnn(-c4ccc(F)cc4)c3C)o2)cc1Br
 : 102.0 | -1

Part of the list above, with each value named:
O=C(COC(=O)COc1cccc(Br)c1)Nc1c(Cl)cccc1Cl
  Polio RdRp inh = 103.0; Polio RdRp inh FP z-score = 0.4

COC(=O)NC(Nc1sc2c(c1C(N)=O)CCC2)(C(F)(F)F)C(F)(F)F
  Polio RdRp inh = 104.0; Polio RdRp inh FP z-score = 0.7

CCCCN(CC)CCNC(=O)Cn1cnc2sc(C)c(S(=O)(=O)N3CCC(C)CC3)c2c1=O
  Polio RdRp inh = 103.0; Polio RdRp inh FP z-score = -0.1

CCc1ccc(OCC(=O)N(Cc2ccc(C)o2)C2CCS(=O)(=O)C2)cc1 (stereo unspecified)
  Polio RdRp inh = 118.0; Polio RdRp inh FP z-score = 0.2

Next results.
Below each SMILES: Polio RdRp inh | Polio RdRp inh FP z-score
O=C(NCC1CCCO1)c1c[nH]c2ccc(S(=O)(=O)Nc3ccc(F)cc3F)cc2c1=O (stereo unspecified)
 : 105.0 | -1.1
CC1(C)CC(=O)C2=C(C1)N1C(=C(C#N)C2c2ccccc2F)N=C(N)c2ccccc21 (stereo unspecified)
 : 100.0 | 0.1
Cc1ccccc1-c1nc2cc(NC(=O)Cc3ccc(Cl)cc3)ccc2o1
 : 107.0 | 0.3
O=C1c2ccccc2C2N1CCCN2S(=O)(=O)c1cccc(C(F)(F)F)c1 (stereo unspecified)
 : 106.0 | 0.3
CC(=O)N1CCc2cc(Br)cc(S(=O)(=O)N3CCN(c4cccc(C(F)(F)F)c4)CC3)c21
 : 107.0 | 0.4
Cc1ccc(C)c(CSc2nnc(C)n3c2cc2sccc23)c1
 : 102.0 | -0.9
NC1C[C@H]1c1ccccc1 (stereo partly specified)
 : 98.0 | -0.3
Cn1ncc2c(NN3C(=O)CCC3=O)ncnc21
 : 104.0 | 0.4
NCC1CCN(Cc2ccccc2Cl)CC1
 : 103.0 | 1.6
CC(C)CCn1c(=O)c2[nH]c(=S)[nH]c2n(CC(C)C)c1=O
 : 106.0&99.0 | 1.3&-0.9
COc1ccccc1C(=O)Nc1ccc(OCc2cc(=O)n3ccsc3n2)cc1
 : 112.0 | 1.2
COc1cccc(NC(=S)N2CCC3(CC2)CC(=O)c2ccccc2O3)c1
 : 104.0 | 1.1
O=C(/C=C/c1ccco1)OCC(=O)c1ccc(Cl)s1
 : 102.0 | -0.6
O=C(NCC1COc2ccccc2O1)Nc1ccc(Cl)cc1 (stereo unspecified)
 : 96.0 | -1.5
Cc1cc(Cl)ccc1NC(=O)CCC(=O)N/N=C1\CCCCC1C (stereo unspecified)
 : 98.0 | -0.9
CC1=C(C(=O)OCc2ccc(C)cc2)C(c2c(Cl)cccc2Cl)CC(=O)N1 (stereo unspecified)
 : 106.0 | 0
Cc1ccc(C(=O)N2CCCC2)cc1NC1=NC2CS(=O)(=O)CC2S1 (stereo unspecified)
 : 102.0 | 1
Cc1oc2ncn(C)c(=O)c2c1C(=O)NCc1ccccc1
 : 106.0 | -0.3
OCC[n+]1c(-c2ccccc2)csc1Nc1ccccc1
 : 104.0 | 0.5

In the list so far, 3 contain a tert-butyl group.
Below each SMILES: Polio RdRp inh | Polio RdRp inh FP z-score
CC(C)(C)C(=O)CSc1nnc(-c2cc(OCC(F)(F)F)ccc2OCC(F)(F)F)o1
 : 103.0 | -0.3
CC(C)(C)C(=O)COC(=O)c1cccnc1SCC(=O)Nc1ccc2c(c1)OCO2
 : 105.0 | 0.3
CC(C)(C)SCC(O)Cn1c2ccc(Cl)cc2c2cc(Cl)ccc21 (stereo unspecified)
 : 102.0 | 0.2
